MLL CXXC-DNA inh – blocks binding of human MLL CXXC domain to DNA; Potency, µM (highest dose often 115 µM), for inactives: at the top dose activity change, negative = inhibition, actives largely listed as inhibitors; Q03164; MLL-CXXC / FITC-HOXA9 DNA fluorescence polarization; 290,000 compounds, 0.037% hits; active = well fitted inhibition curve with a large enough effect in the polarisation, with a control signal flat, not every such curve was filed as active; inconclusive = small, poorly fitted or top-dose-only effect, or effect the other way, or a change in a side signal; inactive = no such curve, though single readings can be large or run the other way; the % refers to the polarisation; also: potency is read from the fitted curve at half-maximal effect
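Purified MLL-CXXC (added from a 7 uM solution) was preincubated 5 min at ambient with pinned compounds in 50 mM Tris-HCl pH 7.5, 50 mM NaCl, 1 mM DTT, 0.05% BSA. Fluorescein-labeled HOX-A9 DNA (50 nM solution) followed, 30 min, then polarization read.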
Integrin act MD – integrin-mediated muscular dystrophy alleviation activation. alpha7betagal myoblasts, beta-gal FDG fluorescence, 48 h. Potency, µM (series often up to 38.3 µM), for the others: at the highest dose activation, usual class: activators. 350,000 compounds, 0.064% hits;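 also: potency is read from the fitted curve at half-maximal effect; 100% = response of the positive control SU9516; nearly all actives have a fitted effect of over 60% in size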
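alpha7betagal+/- myoblasts (passage 13, 250/well) treated 48 h at 37C with compounds at 1:260 dilution of DMSO stock. Lysed, then beta-galactosidase activity read as FDG fluorescence (ex 480/em 540) after 30 min, with pre-read for autofluorescence.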
MBNL1-CUG inh – inhibitors of human MBNL1 binding to CUG repeat RNA. Q9NR56. TR-FRET MBNL1-His/biotin-(CUG)12 binding, 665/545 ratio. Potency, µM (titrated, usually from 57.5 µM), for the others: at the top dose activity change, negative = inhibition, hits mostly inhibitors. 280,000 compounds, 0.036% hits. AID 2675; active = well fitted inhibition curve with a large enough effect in the signal ratio, with a control signal flat, not every such curve was filed as active; inconclusive = small, poorly fitted or top-dose-only effect, or effect the other way, or a change in a side signal; inactive = no such curve, though single readings can be large or run the other way; the % refers to the signal ratio; also: potency is read from the fitted curve at half-maximal effect; % is scaled to controls: 0 for no effect and ±100 for the full control effect
Target sequence (Q9NR56 whole entry, looked up): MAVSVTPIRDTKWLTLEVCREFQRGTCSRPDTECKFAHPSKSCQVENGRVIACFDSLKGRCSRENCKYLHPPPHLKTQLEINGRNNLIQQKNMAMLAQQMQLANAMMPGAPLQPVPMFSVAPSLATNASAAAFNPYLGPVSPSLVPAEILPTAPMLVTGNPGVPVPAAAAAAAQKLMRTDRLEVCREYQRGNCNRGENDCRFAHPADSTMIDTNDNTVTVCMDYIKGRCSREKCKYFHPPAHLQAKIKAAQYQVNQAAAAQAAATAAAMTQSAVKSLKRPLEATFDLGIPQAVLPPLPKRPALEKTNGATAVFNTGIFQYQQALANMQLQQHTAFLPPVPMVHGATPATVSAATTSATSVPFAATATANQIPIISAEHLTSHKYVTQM
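MBNL1-His + Biotin-(CUG)12, cpd titration 92 nM–58 uM; Tb anti-His Ab 0.055 ng/ul, SA-XL665 5 nM (final); 60 min RT; ratiometric 665/545 nm, Ex 340 nm; normalized to buffer and full-complex controls.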
TSG101-PTAP inh – blocks PTAP/TSG101 interaction to inhibit HIV-1 budding | Q99816 | Fluorescence polarization, FITC-PTAP peptide / Tsg101 binding | Potency, µM (top dose mostly 115 µM), without a hit: at the top dose activity change, negative = inhibition, most hits filed as inhibitors | 340,000 tested, under 10 active | AID 493005; active = well fitted inhibition curve with a large enough effect in the main read-out, with a control signal flat, not every such curve was filed as active; inconclusive = small, poorly fitted or top-dose-only effect, or effect the other way, or a change in a side signal; inactive = no such curve, though single readings can be large or run the other way; also: potency is read from the fitted curve at half-maximal effect; % of control where 0% means no effect
Target sequence (Q99816 whole entry, looked up): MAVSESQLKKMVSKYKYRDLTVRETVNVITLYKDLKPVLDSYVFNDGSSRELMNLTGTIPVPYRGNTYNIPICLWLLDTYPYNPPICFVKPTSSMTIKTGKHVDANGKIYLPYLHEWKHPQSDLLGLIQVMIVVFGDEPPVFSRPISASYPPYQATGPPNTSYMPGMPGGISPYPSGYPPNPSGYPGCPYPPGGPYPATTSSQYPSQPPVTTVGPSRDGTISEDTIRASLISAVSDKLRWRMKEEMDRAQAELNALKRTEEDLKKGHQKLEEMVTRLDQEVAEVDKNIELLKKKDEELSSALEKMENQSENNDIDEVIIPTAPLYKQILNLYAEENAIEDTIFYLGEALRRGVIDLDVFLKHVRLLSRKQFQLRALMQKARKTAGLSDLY
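Fluorescence anisotropy tracks displacement of a FITC-tagged PTAP peptide (50 nM) from the Tsg101 binding domain (10 uM), following a 20 min room-temperature incubation at pH 7.5.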
TCR act – T cell receptor activation; 330,000 tested, under 10 active; AID 504894; Potency, µM (titrated, usually from 9.22 µM), inactives show at the highest dose activation of IL-2 secretion, actives largely listed as activators; primary human leukocytes, anti-CD3, IL-2 HTRF, 48 h; also: % of control where 0% means no effect
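Primary human leukocytes receive a-CD3 beads and test compound and are incubated 48 hr. Secreted IL-2 is then assayed by HTRF, measuring 665nm acceptor emission after 320nm excitation of the europium donor.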
AT treatment – potential ataxia-telangiectasia treatments restoring KAP-1 phosphorylation; 320,000 compounds, 0.19% hits; AID 485349; […] A-T fibroblasts, KAP-1 phosphorylation AlphaLISA; neocarzinostatin DNA damage 30 min before lysis; Potency, µM (top dose mostly 57.5 µM), inactives show at the highest dose activation, hits mostly activators; also: potency is read from the fitted curve at half-maximal effect; % of control where 0% means no effect; nearly all actives have a fitted effect of over 45% in size
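hTERT-immortalized A-T patient fibroblasts ([…]), 500 cells/well in OPTI-MEM, 1% FBS, got compounds for 60 min, then NCS for 30 min at 37C. Lysates were then assayed for phospho-KAP-1 by AlphaLISA (anti-pKAP1 donor, anti-KAP1 acceptor beads), 6 hr at 25C.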
Menin MLL FP TR – inhibitors of human menin-MLL interaction, mutant MLL peptide; Menin + Texas Red MLL mutant peptide, fluorescence polarization; Potency, µM (titrated, usually from 61.6 µM), inactives show at the highest dose FP activity change, negative = inhibition, actives largely listed as inhibitors; 270,000 compounds, 0.23% hits; active = well fitted inhibition curve with a large enough effect in the polarisation, with a control signal flat, not every such curve was filed as active; inconclusive = small, poorly fitted or top-dose-only effect, or effect the other way, or a change in a side signal; inactive = no such curve, though single readings can be large or run the other way; the % refers to the polarisation; also: potency is read from the fitted curve at half-maximal effect; % of control where 0% means no effect; many of its hits are not listed in these tables
Mito fusion yeast – inhibitors of mitochondrial division or activators of mitochondrial fusion; S. cerevisiae fusion-defective mutant growth rescue, CellTiterGlo 48 h; Potency, µM (series often up to 46.1 µM), inactives show top-dose growth rescue (activation), hits mostly activators; 320,000 compounds, 0.23% hits;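 also: potency is read from the fitted curve at half-maximal effect; % of control where 0% means no effect; nearly all actives have a fitted effect of over 45% in size; temperature-sensitive fusion mutants such as fzo1-1 at 37 °C on non-fermentable ethanol glycerol medium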
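Read-out: ATP-based luminescence (CellTiterGlo, 10 min ambient) reporting growth of fusion-defective ts yeast after 48 hours at 37C on glycerol/ethanol YPEG medium in the presence of compound.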
S-ASM inh – blocks human secretory acid sphingomyelinase. placental ASM, HMU-PC fluorogenic substrate, 60 min. Potency, µM (doses to about 57.5 µM), for inactives: top-dose activity change, negative = inhibition, actives largely listed as inhibitors. 340,000 compounds, 0.006% hits. AID 504937; also: potency is read from the fitted curve at half-maximal effect
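HMU-PC0 cleavage (9 uM final) by human placental ASM, 60 min at 37 °C following 10 min compound exposure at RT; stopped at pH 10, fluorescence Ex 386/Em 447 nm.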
TSHR antag – human thyrotropin receptor antagonism; P16473; TSHR-expressing cells, TSH-stimulated cAMP HTRF, 2 h; stronger effect = lower value; activity change, negative = inhibition, % at 11.5 µM; 330,000 compounds, 0.2% hits;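 active = activity change below a set negative limit, meaning inhibition stronger than a set level, cut at about -70% in these data; inconclusive = activity change between two set negative limits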; also: % is scaled to controls: 0 for no effect and ±100 for the full control effect
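Inhibition of cAMP made by TSHR-expressing cells under TSH stimulation (4nM final, EC80; 2 h, 37 deg C) is quantified with a one-step lysis HTRF kit, anti-cAMP cryptate versus cAMP-d2.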
* = called active by the depositor; ? = inconclusive; · = no result given; & = joins results of further samples; [ ] = dose if it differs, or a comment. Unless noted, calls follow the shape of the dose curve; as a rule, active = well fitted curve in the direction sought with a large enough effect; inconclusive = small, poorly fitted or top-dose-only effect, or another doubt; inactive = no such curve, though single readings can be large; an effect the other way counts as inactive or inconclusive.

SMILES | MLL CXXC-DNA inh | Integrin act MD | MBNL1-CUG inh | TSG101-PTAP inh | TCR act | AT treatment | Menin MLL FP TR | Mito fusion yeast | S-ASM inh | TSHR antag
CC(C)CC(C(=O)O)N1C(=O)C2C3C=CC(C2C1=O)C1C(=O)N(C(CC(C)C)C(=O)O)C(=O)C31 (stereo not drawn) | -5.9% | 6.7% | -3.9% | -5.0% | -7.7% | 10.5% | · | -0.6% | 4.7% | 9.8
CC(C)CN1CCN(Cc2ccc(CN3CCCCC3)s2)CC1CCO (stereo not drawn) | 30.2%[activator] | -53.5%[inhibitor] | 2.0% | 0.7% | 4.0% | -5.2% | -14.6% | 1.1% | 4.5% | 18.4
COC(=O)C1=C(C)N(C)C(=O)NC1c1cc2c(cc1[N+](=O)[O-])OCO2 (stereo not drawn) | 6.8% | -8.3% | ? | -0.4% | 2.5% | -2.8% | -9.6% | -5.9% | 10.5% | 4.6
CCOc1ccccc1C(=O)OCC(=O)Nc1cc(S(=O)(=O)N2CCOCC2)ccc1C | · | 26.8% | · | -4.0% | 3.3% | -3.2% | · | 1.7% | 6.3% | -19.0
Cc1ccc(COC(=O)CN2C(=O)NC3(CCCC3)C2=O)cc1 | · | 0.6% | · | 1.8% | · | -6.1% | · | 4.4% | 4.9% | -14.1
COc1ccccc1C(=O)O/N=C(\N)c1ccccn1 | -7.3% | 15.4% | -10.1% | -0.4% | -0.2% | 11.4% | · | -2.3% | 0.2% | 3.8
CCCNC(=O)Nc1cc(C)on1 | -4.6% | 18.7% | -6.8% | -1.8% | 7.5% | 6.1% | -7.7% | 0.7% | 2.5% | 4.2
N#Cc1ccc(OCC(=O)NC2CCCCCC2)cc1 | · | 15.0% | · | -20.0% | 4.3%[46.1 µM] | 0.6% | · | · | 3.5% | -11.5
COc1cccc(OC)c1C(=O)NCCSC1CCCCC1 | 4.9% | ? | -2.0% | -6.2% | 4.1% | 0.2% | 2.3% | -8.0% | 0.4% | -8.7
COc1ccc(C(CNC(=O)c2cccc(S(=O)(=O)Nc3ccc(Br)cc3)c2)N(C)C)cc1 (stereo not drawn) | · | -12.8% | · | -3.3% | -9.6% | · | · | · | -3.1% | ·
CCCCN1CC(COC)Oc2cccc(F)c2S1(=O)=O (stereo not drawn) | · | 0.0% | · | -4.6% | -5.3% | · | · | · | -2.5% | ·
COc1ccc(OCCCON2C(=O)c3ccccc3C2=O)cc1 | 1.0% | 12.1% | 21.8% | -4.3% | 2.8% | -1.0% | 12.4% | -3.4% | -0.7% | -7.5
O=C(Nc1cccc(NC(=O)C2C3CC4OC(=O)C2C4C3)c1)c1ccccc1 (stereo not drawn) | -1.7% | ? | -1.9% | 1.5% | -1.1% | 3.8% | 21.7% | -4.6% | 0.9% | 2.5
CCN(Cc1ccccc1)C(=O)Cn1cc(S(=O)(=O)NC)c(S(=O)(=O)NC)c1 | 2.1% | -7.4% | -2.3% | 5.2% | -3.3% | -1.7% | 1.7% | 5.1% | 2.6% | -4.1
COC(=O)c1ccc(C(c2c(C)n(C)n(-c3ccccc3)c2=O)c2c(C)n(C)n(-c3ccccc3)c2=O)cc1 | 8.3% | 33.8% | 0.8% | -7.8% | 4.5% | 12.0% | -20.0% | -1.6% | 4.0% | -3.6
Cc1c(NC(=O)CSc2ncnc3c2cnn3-c2ccccc2)c(=O)n(-c2ccccc2)n1C | · | -35.2% | · | -3.2% | 0.0% | 0.3% | · | -3.0% | -0.6% | -1.0
Cc1cc(C)cc(NC(=O)CCC(=O)Nc2nnc(C(C)C)s2)c1 | -3.1% | 41.5% | -2.0% | -5.6% | -6.4% | 4.1% | · | -0.6% | 2.1% | -2.7
CCOc1ccc(/C=N/NC(=O)c2[nH]ncc2Br)c(O)c1 | -6.0% | -14.4% | 17.8% | -0.1% | -8.4% | -8.3% | ? | 1.0% | 25.5% | -4.9
Cc1cc(OCCCCOc2ccc(S(N)(=O)=O)c(C)c2)ccc1S(N)(=O)=O | -13.3% | 4.9% | -0.7% | -5.9% | -13.0% | 39.7% | 11.5% | -8.6% | -5.0% | -7.7
CC1=NN(/C(=N\c2nnc(C)s2)Nc2ccccc2)[C@H](c2ccc(C)cc2)S1 | 2.9% | 9.7% | -3.1% | -7.5% | -2.0%[46.1 µM] | · | -2.2% | 20.4% | -2.3% | -13.1
COc1ccc(-c2csc(Nc3ccc(C)cn3)n2)cc1OC | -0.2% | 5.7% | -1.2% | -1.3% | 8.8% | -0.2% | ? | 2.9% | -11.5% | -8.9
CC(C)[C@H](NC(=O)c1ccc(Cl)c([N+](=O)[O-])c1)C(=O)NCc1ccc(Cl)cc1Cl | 1.9% | 20.0% | · | 0.6% | -4.8%[46.1 µM] | -7.2% | 9.5% | 3.0% | -1.6% | -2.1
CCOCc1cc(C)[nH]c(=O)c1C#N | -4.7% | -4.4% | 0.5% | -4.8% | 0.8% | 1.1% | -3.6% | 0.6% | 3.8% | 28.1
COc1ccc(-c2c[nH]c(=O)[nH]c2=O)cc1OC | 7.0% | 9.6% | 3.3% | 0.9% | -0.1% | 1.4% | -2.2% | 2.0% | 1.8% | 6.0
CN(C[C@H](Cc1ccccc1)N(C[C@H](Cc1cccc2ccccc12)N(CCc1ccccc1)N=O)N=O)N=O | 7.3% | -20.6% | 2.0% | · | -3.2% | -5.4% | · | -24.6% | -0.3% | 3.3
O=C(NC1CCS(=O)(=O)C1)Oc1ccccc1 (stereo not drawn) | -6.2% | -8.1% | 2.2% | -1.0% | 3.7% | 1.3% | 4.4% | -1.1% | 0.8% | -5.8
CC(C)S(=O)(=O)CC(=O)c1ccc(Cl)cc1 | 2.2% | 15.9% | -3.4% | -3.1% | -0.5% | -2.4% | 10.1% | 3.8% | -1.7% | -0.3
Clc1ccc(-c2cn(-c3ccc(Cl)cc3)c3[n+]2CCCCC3)cc1 | -6.9% | -16.3% | -5.4% | 2.0% | 0.8% | 19.2% | · | 2.3% | 1.6% | -0.1
COc1ccc(N(C)S(=O)(=O)c2cccc(C(=O)OCC(=O)Nc3sc4c(c3C#N)CCCCC4)c2)cc1 | 12.1% | ? | · | -0.2% | -3.1%&-1.5% | -8.4% | -0.5% | -3.7% | 0.5% | 3.4
Cc1nc(-c2nnc(SCC(=O)Nc3cc(C(F)(F)F)cc(C(F)(F)F)c3)n2C)cs1 | -1.1% | -11.1% | -6.3% | 1.1% | 4.8% | -7.6% | · | 6.4% | 3.6% | -1.5
CSCCC(NS(=O)(=O)c1ccccc1F)C(=O)Nc1cccc(C)n1 (stereo not drawn) | -4.3% | 4.9% | -9.9% | -2.1% | 8.4% | 14.9% | · | -0.5% | 4.9% | 5.2
O=C(O)CSc1nnc(CNc2cccc(C(F)(F)F)c2)n1Cc1ccco1 | 2.8% | 9.3% | 10.4% | -9.2% | 5.0% | -9.4% | 5.6% | -0.8% | 4.3% | 11.4
Cc1cc2nc(C3CCCN(C(=O)NCc4ccccc4)C3)[nH]c2cc1C (stereo not drawn) | 7.6% | -22.1% | -2.0% | 0.0% | 7.8% | 0.8% | 15.3% | -1.0% | -2.5% | 2.8
C(=N\N1CCN(Cc2ccccc2)CC1)/c1cccs1 | 8.0% | 13.0% | 1.6% | -1.8% | 2.9% | -9.0% | 2.1% | 2.4% | 0.6% | 0.7
COc1cc(-c2n[nH]c(=S)n2-c2cc(C(F)(F)F)ccc2Cl)cc(OC)c1OC | -6.6% | -13.0% | · | 1.8% | -3.1%[46.1 µM] | -8.0% | -5.0% | -2.0% | 1.0% | -15.1
O=C(COC(=O)C1C2CC3OC(=O)C1C3C2)Nc1cccc(Cl)c1 (stereo not drawn) | -1.2% | -44.2% | -5.9% | -2.4% | -2.0% | 2.0% | -13.3% | 1.0% | -0.9% | 10.2
COC(=O)c1ccc(CSc2nc(C)nc3sc(C)c(C)c23)o1 | 2.2% | -17.9%[7.66 µM] | -18.0% | -7.4% | · | 10.1% | -0.9% | -4.4% | -0.7% | -0.9
CC(=O)N1c2ccc(S(=O)(=O)N3CCC(C(=O)Nc4cc(C)cc(C)c4)CC3)cc2CC1C (stereo not drawn) | 36.2%[activator] | -28.7% | 1.8% | -1.4% | -1.9% | -4.3% | · | 1.7% | -2.1% | 1.0
O=C(Cc1ccc(NC(=O)C2CCN(C(=O)C3CCCC3)CC2)cc1)Nc1cccc(C(=O)N2CCCCC2)c1 | · | 16.1% | · | 1.2% | 1.4% | · | · | · | 2.3% | ·
O=C(CCCCCN1C(=O)c2ccccc2C1=O)Nc1ccccc1F | -10.2% | 0.0% | -0.4% | -3.6% | 8.4% | -5.7% | -15.3% | 10.8% | 0.1% | -7.9

Screening results deposited in PubChem BioAssay by National Center for Advancing Translational Sciences (NCATS).

Only part of the results is shown, so the mix of outcomes need not match the whole.
